PAX8 inh HTS = PAX8 transcriptional activity inhibition; inhibition, % at 12.6 µM; AID 652154; 360,000 compounds, 1.2% hits; RMG-I TPO-luciferase reporter, SteadyGlo, 24 h;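 active means mean replicate inhibition at least 60% with every replicate also reaching 60%; inconclusive means only one of the two criteria is met; inactive means mean below 60% and not all replicates reaching 60%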;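 further: luciferase light reporting Pax8 driven TPO promoter activity; plate controls were median of neutral control wells for no effect and mitoxantrone controls for full effect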
ARNT-TACC3 inh = disruptors of human ARNT/TACC3 interaction. Q9Y6A5. AlphaScreen His-ARNT PAS-B/GST-TACC3 binding, luminescence; TACC3 fragment carries E629A point mutation. inhibition, % at 9.99 µM. 390,000 compounds, 0.66% hits;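 active means mean inhibition of replicates at least 50% and at least half of replicates each reaching 50%; inconclusive means half or more replicates reach 50% but mean below 50%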;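 further: 0% = complete ARNT plus TACC3 wells and 100% = ARNT alone without TACC3; many hits fall short of the cut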
EWS-Fli inh = EWS/Fli transcriptional activity inhibition; A673 NR0B1-luciferase reporter, viability-normalised; inhibition, % at 12.6 µM; 350,000 compounds, 0.67% hits; AID 651661;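 active means mean inhibition of at least 50% after viability correction, with every replicate also passing that limit; inconclusive means mean reaches 50% but only one of two replicates passes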;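 further: firefly luciferase signal divided by Alamar Blue viability fluorescence both relative to DMSO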
ERp5 block = inhibitors of human ERp5. ERp5 insulin aggregation, absorbance 650 nm, 90 min. AID 651711. 350,000 compounds, 0.05% hits. inhibition, % at 9.99 µM;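 active means mean replicate inhibition above about 25%, with every replicate also reaching it, limit read from the data, passing the limit was not always enough; inconclusive means only one of those two criteria met; inactive means neither criterion met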
Target sequence (Q15084 whole entry, looked up): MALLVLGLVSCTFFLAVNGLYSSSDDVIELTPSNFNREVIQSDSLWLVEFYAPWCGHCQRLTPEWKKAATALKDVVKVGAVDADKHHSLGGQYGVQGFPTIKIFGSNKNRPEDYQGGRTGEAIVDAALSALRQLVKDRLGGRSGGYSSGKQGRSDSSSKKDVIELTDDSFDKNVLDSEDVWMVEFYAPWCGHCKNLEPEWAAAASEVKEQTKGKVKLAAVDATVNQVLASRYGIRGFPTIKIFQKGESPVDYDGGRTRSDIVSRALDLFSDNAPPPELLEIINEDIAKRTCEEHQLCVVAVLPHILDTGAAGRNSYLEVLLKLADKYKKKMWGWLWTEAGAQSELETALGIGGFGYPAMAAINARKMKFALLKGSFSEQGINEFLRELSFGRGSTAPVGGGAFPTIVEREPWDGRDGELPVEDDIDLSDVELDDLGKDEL
Xi reactivation = activators of X-chromosome reactivation in mouse fibroblasts | XiGFP mouse fibroblasts, % GFP-positive cells imaging, 3 d; cells co-treated with 5-aza-dC sensitizer; scaled so ellipticine positive control = 100% | activation, % at 7.58 µM | 360,000 compounds, 0.055% hits | AID 743238;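 active means mean normalized replicate activation at least 10% and every replicate at or above 10%; inconclusive means only one of the two criteria met; inactive means mean below 10% and not all replicates reach 10%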;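 further: 0% = median of on-plate neutral control wells and 100% = ellipticine 6 µM median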
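System: XiGFP fibroblasts, SV40-immortalized. Medium: DMEM plus 5-aza-dC sensitizer. Doses: single point. Timing: 3 d treatment, 15 min room-temperature fixation. Control set: ellipticine 6 µM.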
INS-1E GSIS act = GLuc luminescence reporter in INS-1E cells, primary screen for activators of glucose-dependent secretion of insulin; 370,000 compounds, 0.61% hits; INS-1E GLuc reporter insulin secretion, 2-3 h; activation, % at 16.6 µM;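 active means lowest replicate activation of at least 40%, so every replicate reaches that level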;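 further: 0% = median of neutral control wells and 100% = median of IBMX positive control wells; some compounds called inactive have numbers as strong as hits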
CFTR F508del cor = correctors of CFTR F508del function in bronchial epithelial cells | CFBE cells, YFP halide quenching; stimulated with forskolin plus potentiator P3; % fluorescence drop versus neutral controls | activity (quench increase), % at 7.58 µM | 350,000 compounds, 0.36% hits | AID 720511;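 active means mean added fluorescence quench of at least 8% versus neutral control, with both replicates also reaching 8%; inconclusive means only one of the mean or replicate conditions met; inactive means mean below 8% and not both replicates reaching 8%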;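 further: cells transiently co-express mutant CFTR-F508del with the halide-sensitive YFP; corrector assay measuring rescue of mutant channel to the surface after 24 h compound exposure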
DENV2 CPE = inhibitors of DENV2 cytopathic effect; CPE inhibition, % at 9.99 µM; 350,000 compounds, 1.7% hits; DENV2-infected cells, cytopathic effect rescue, plate reader; in the data active means CPE inhibition above about 20%, passing the limit was not always enough; inconclusive means no clear call, values can overlap the other calls; tested in BHK-21 cells;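 further: 0% = median of neutral control wells and 100% = median of positive control wells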
Starred values were filed as active, the others as inactive; u = inconclusive; x = no result given.

SMILES	PAX8 inh HTS	ARNT-TACC3 inh	EWS-Fli inh	ERp5 block	Xi reactivation	INS-1E GSIS act	CFTR F508del cor	DENV2 CPE
COCC(=O)N(C)C[C@H]1Oc2ncc(C#Cc3ccccc3OC)cc2C(=O)N([C@H](C)CO)C[C@@H]1C	x	-11	-11	-2	-1.2	-5	-1.3	15
COC(=O)C(CCSC)NC(=O)c1cc2c(n(-c3ccccc3)c1=O)CCCC2=O (stereo not drawn)	8	-1	0	-1	0.3	12	-1.6	7
C=CCOC(=O)C1=C[C@@H](c2cn(C(C)=O)c3ccccc23)C[C@@H](OCCCCO)O1	5	-6	3	-4	0.0	8	-1.5	-5
O=C(CN1CCN(Cc2ccccc2Cl)CC1)N/N=C/C=C/c1ccccc1[N+](=O)[O-]	13	4	17	6	0.0	-11	x	17
CC1CC(C)CN(S(=O)(=O)c2ccc(NC(=O)C3COc4ccccc4O3)cc2)C1 (stereo not drawn)	6	x	4	-2	0.1	-14	-0.4	-4
C=CCNC(=S)Nc1nc2c(cc1C(=O)OCC)CCCC2	-121	x	-26	0	-0.1	2	1.6	-4
C(=N\N1CCN(c2ccccn2)CC1)/c1ccccn1	-106	3	-67	-8	0.1	x	2.2	9
O=C(CN1CCN(Cc2ccccc2)CC1)N/N=C/c1ccc(Br)s1	8	-1	6	1	0.0	-1	-4.0	5
O=C(c1cccnc1)N1CCCCN2[C@H](CO)[C@@H](c3ccc(C#Cc4cccnc4)cc3)[C@H]2C1	12	-1	-2	x	0.0	8	-1.9	25*
Cc1cc(C(=O)COC(=O)c2ccccc2Br)c(C)n1CC1CCCO1 (stereo not drawn)	38	1	-21	4	0.0	-3	0.3	-1
CCCNC(=O)N(C)C[C@@H]1Oc2cc(C#Cc3cccc(F)c3)ccc2S(=O)(=O)N([C@@H](C)CO)C[C@@H]1C	x	-7	1	3	0.3	-24	4.4	6
CCOc1ccc(OCCC(=O)NNC(=O)c2cc(C)oc2C)cc1	5	-1	-2	0	0.1	-7	3.1	4
Cc1ccc(C2(c3noc(CN4CCC(c5ccncc5)CC4)n3)CCCC2)cc1	12	x	33	2	0.0	-2	-0.6	-9
C[C@@H]1CN([C@H](C)CO)C(=O)c2cc(NS(=O)(=O)c3ccc(Cl)cc3)ccc2O[C@H]1CN(C)CC1CCCCC1	2	-2	1	0	-1.1	-5	0.3	1
C[C@@H]1CN([C@@H](C)CO)C(=O)Cc2cc(NC(=O)NC3CCCCC3)ccc2O[C@@H]1CN(C)C(=O)Nc1ccc(C(F)(F)F)cc1	11	-12	10	2	-0.1	-17	-1.8	2
Cc1cccc(-n2c(C)nc3cc(C(=O)NCc4ccc5c(c4)OCO5)ccc32)c1	-15	-2	-2	7	0.0	8	3.3	4
CN(C)C(CNS(=O)(=O)c1ccc(Cl)cc1F)c1ccco1 (stereo not drawn)	-3	-8	-4	-6	0.2	37	0.4	8
N#C[C@H]1[C@@H](c2ccc(C3=CCCC3)cc2)[C@H](CO)N1C(=O)NC1CCCCC1	3	x	3	-3	-0.1	-7	-1.0	12
O=C(O)c1ccc(NC(=O)c2cccc(N3C(=O)C4C5CCC(C5)C4C3=O)c2)cc1 (stereo not drawn)	18	2	x	x	-0.1	25	x	x
CCOC(=O)/C=C1/SCC(=O)N1CC(=O)c1ccc[nH]1	x	3	3	-5	0.1	-11	-0.9	9
O=C1N[C@@H](Cc2ccccc2)COC(=O)[C@@H](Cc2ccc(F)cc2)CC/C=C/C[C@@H]1CC(=O)N(CCO)Cc1ccccc1	68*	-10	3	3	0.0	-36	1.7	2
Cc1noc(C)c1CSCC(=O)N(CCC(C)C)c1c(N)n(Cc2ccccc2)c(=O)[nH]c1=O	x	-3	x	3	0.4	-17	0.1	-6
O=C(CCN1CCCCC1)NCC[C@@H]1CC[C@@H](NC(=O)C2CC2)[C@H](CO)O1	-14	-11	1	8	0.2	4	-0.6	-3
O=C(Nc1ccc(C(F)(F)F)cc1)N[C@@H]1CC[C@H](CC(=O)N2CCCCC2)O[C@H]1CO	14	4	3	1	-0.2	-6	-0.2	-4
Cc1ccc(NC(=O)C(C)N2CCc3ccccc3C2)cc1 (stereo not drawn)	15	3	7	1	0.0	23	-0.5	0

The list continues:
SMILES	PAX8 inh HTS	ARNT-TACC3 inh	EWS-Fli inh	ERp5 block	Xi reactivation	INS-1E GSIS act	CFTR F508del cor	DENV2 CPE
C[C@@H]1CN([C@@H](C)CO)C(=O)Cc2cc(NS(=O)(=O)c3ccc(F)cc3)ccc2O[C@@H]1CN(C)Cc1ccc(-c2ccccc2)cc1	-21	x	35	x	-1.2	4	2.4	x
COc1ccccc1CNC(=O)COC(=O)c1ccccc1SCC(=O)N1CCCC1	2	-2	1	0	-0.1	-3	-0.2	-3
C[C@H](CO)N1C[C@H](C)[C@@H](CN(C)Cc2cccnc2)Oc2ncc(C#Cc3cccnc3)cc2C1=O	x	3	1	0	-0.5	19	2.4	-6
Cc1c(-c2ccc(Cl)cc2)[n+](=O)c2c(n1[O-])CCCC2	10	-5	-2	2	0.1	3	-1.2	1
CC1=NN(C(=O)c2ccc(Cn3cc(Br)c([N+](=O)[O-])n3)o2)C(O)(C(F)(F)F)C1 (stereo not drawn)	-6	5	-3	6	0.0	-21	x	-1
CC1CCc2c(nc3sc4c(c3c2N)CCCC4)C1 (stereo not drawn)	-127	x	-159	0	0.1	12	x	1
CCOC(=O)CN1C(=O)N[C@@H](CCc2ccccc2)[C@H](C(=O)OC)[C@H]1C	-11	x	1	8	0.0	2	3.5	7
O=C(/C=C/[C@H]1O[C@@H](n2ccc(=O)[nH]c2=O)[C@H](O)[C@@H]1O)NCc1ccco1	-14	x	-4	-5	-0.2	x	-0.5	3
COc1ccccc1NC(=O)CCCNC(=O)Cn1cnc2sc(C)c(C)c2c1=O	14	-1	3	2	0.0	4	-1.4	3
C[C@@H]1CN([C@H](C)CO)C(=O)c2cccc(NS(=O)(=O)c3ccccc3)c2O[C@@H]1CN(C)Cc1ccncc1	-24	-12	5	4	-0.4	0	1.2	-3
O=C(NCc1ccco1)C1(c2ccccc2)CCCC1	x	3	-10	3	x	-1	-1.5	3
C[C@H]1CN([C@@H](C)CO)C(=O)c2cc(NC(=O)C3CC3)ccc2O[C@@H]1CN(C)Cc1ccc(Oc2ccccc2)cc1	3	10	9	1	-0.9	7	-2.5	0
COc1cc(C(=O)N2C[C@@H]3CCC[C@H]2C3)ccc1OC1CCN(C(C)=O)CC1	10	-7	5	3	0.1	6	0.3	-2
COc1ccc(C(=O)OCc2cc(C)ccc2C)cc1S(=O)(=O)N1CCCC1	12	-5	-3	2	-0.7	x	-2.5	x
COCC#Cc1ccc2c(c1)O[C@H](CN(C)C(=O)C1CCOCC1)[C@@H](C)CN([C@@H](C)CO)S2(=O)=O	x	-8	-10	1	-0.8	10	-1.8	8
CC(C)C[C@@H](CO)N1CCN(Cc2ccc(Br)cc2)CCC1=O	8	-2	7	-1	0.0	-30	2.3	-1
O=C(Cn1cccc1C(=O)c1ccccc1)NCCc1ccc(Cl)cc1	2	3	0	-3	0.1	4	-2.8	-7
C[C@@H]1CN([C@H](C)CO)C(=O)Cc2cc(NC(=O)Nc3ccc(C(F)(F)F)cc3)ccc2O[C@H]1CN(C)Cc1ccc2c(c1)OCO2	-39	5	-4	1	0.1	1	-0.7	u
O=C(CNC(=O)c1ccc(F)cc1)NCc1ccc(Cl)cc1	4	x	-1	-3	0.0	-9	2.8	7
CC(C)CC(=O)NC(=S)Nc1nc(-c2ccccc2)cs1	33	-5	x	x	0.0	9	x	x
C=CCOc1ccc(/C=C/C(=O)OCC(=O)N2CCCc3ccccc32)cc1	-1	-3	4	6	-0.1	-2	1.0	u
C[C@H]1CN([C@@H](C)CO)C(=O)CCCn2cc(nn2)CO[C@@H]1CN(C)Cc1ccc(C(=O)O)cc1	0	x	-2	2	0.0	-6	2.9	-6
C[C@@H](NC(=O)C[C@H]1CC[C@H]2[C@@H](COC[C@H](O)CN2C)O1)c1ccccc1	1	7	-5	-3	0.3	17	-2.7	3
Cc1noc(C)c1S(=O)(=O)Nc1ccc2c(c1)C(=O)N([C@H](C)CO)C[C@H](C)[C@H](CN(C)CC1CC1)O2	-20	-3	0	-1	-0.8	-10	-0.7	2
COc1cccc(C(=O)N2CCN=C2SCc2cccnc2)c1OC	0	-1	-2	3	0.0	6	2.8	3

More results follow:
SMILES	PAX8 inh HTS	ARNT-TACC3 inh	EWS-Fli inh	ERp5 block	Xi reactivation	INS-1E GSIS act	CFTR F508del cor	DENV2 CPE
O=c1c2cc(N3CCOCC3)ccc2[nH]c(=S)n1CCc1ccccc1	-9	3	-15	1	0.0	1	-3.1	0
C[C@@H]1CN([C@H](C)CO)C(=O)c2cccc(NC(=O)Nc3ccc4c(c3)OCO4)c2O[C@@H]1CN(C)Cc1ccccc1	-1	15	-8	1	0.1	0	-1.0	-6
Cc1ccccc1C(=O)Nc1nnc(CC(=O)N/N=C/c2ccncc2)s1	-24	-10	7	3	0.0	-2	-0.9	1
COc1ccc(NC(=O)N(C)C[C@H]2Oc3ccc(NC(=O)C4CC4)cc3C(=O)N([C@@H](C)CO)C[C@H]2C)cc1	-6	10	-4	-2	0.0	9	0.1	0
CC(=O)NCCc1nc2ccccc2n1Cc1ccc(C)cc1	8	3	-1	-2	0.2	6	2.9	18
O=C(c1cccs1)N1C[C@H](n2cc(C3CC3)nn2)[C@@H](O)C[C@@H]1c1ccccc1	-1	x	5	0	0.2	-5	1.2	10
COc1cc(C(=O)NCC(=O)OCC(=O)Nc2ncc(Cl)cc2Cl)cc(OC)c1OC	8	-1	8	3	0.0	-3	0.5	-6
COc1cccc(NC(=O)C2C3C=CC4(O3)C2C(=O)N(CCCN2CCCCC2)C4C(=O)NC2CCCCC2)c1 (stereo not drawn)	5	x	0	2	0.4	4	-1.2	5

Not a retest: entries from further up.
SMILES	PAX8 inh HTS	ARNT-TACC3 inh	EWS-Fli inh	ERp5 block	Xi reactivation	INS-1E GSIS act	CFTR F508del cor	DENV2 CPE
O=c1c2cc(N3CCOCC3)ccc2[nH]c(=S)n1CCc1ccccc1	-9	3	-15	1	0.0	1	-3.1	0
C[C@@H]1CN([C@H](C)CO)C(=O)c2cccc(NC(=O)Nc3ccc4c(c3)OCO4)c2O[C@@H]1CN(C)Cc1ccccc1	-1	15	-8	1	0.1	0	-1.0	-6
Cc1ccccc1C(=O)Nc1nnc(CC(=O)N/N=C/c2ccncc2)s1	-24	-10	7	3	0.0	-2	-0.9	1
COc1ccc(NC(=O)N(C)C[C@H]2Oc3ccc(NC(=O)C4CC4)cc3C(=O)N([C@@H](C)CO)C[C@H]2C)cc1	-6	10	-4	-2	0.0	9	0.1	0
CC(=O)NCCc1nc2ccccc2n1Cc1ccc(C)cc1	8	3	-1	-2	0.2	6	2.9	18
O=C(c1cccs1)N1C[C@H](n2cc(C3CC3)nn2)[C@@H](O)C[C@@H]1c1ccccc1	-1	x	5	0	0.2	-5	1.2	10
COc1cc(C(=O)NCC(=O)OCC(=O)Nc2ncc(Cl)cc2Cl)cc(OC)c1OC	8	-1	8	3	0.0	-3	0.5	-6
COc1cccc(NC(=O)C2C3C=CC4(O3)C2C(=O)N(CCCN2CCCCC2)C4C(=O)NC2CCCCC2)c1 (stereo not drawn)	5	x	0	2	0.4	4	-1.2	5

High-throughput results: PubChem BioAssay, Broad Institute
